# hgDAF-12 ag – activates the H. glycines DAF-12 receptor ligand-binding domain | HEK293 GAL4-hgDAF12 UAS-luciferase reporter, agonist luminescence; normalized to butyrate control | activation, % at 6.8 µM | 370,000 tested, 1.8% active;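 active = activation above a cutoff set at the mean of all screened compounds plus 3 SD, cut at about 10% in these data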;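 also: 0% = DMSO wells and 100% = sodium butyrate wells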
# GC-B act – GC-B (human) receptor activation; P20594; HEK293-GC-B cells, CNP EC30, cGMP TR-FRET; 0% at EC30 CNP, 100% saturating CNP; activation, % at 10 µM; 370,000 tested, 0.11% active;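 active = activation at 10 µM reaching about 35% in either raw or pattern-adjusted values, limit read from the data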
# NPR1 activator – GC-A (human) enzyme activation | P16066 | HEK293 GC-A cells, cGMP TR-FRET, EC30 ANP; 0% at EC30 ANP, 100% saturating ANP | activation, % at 10 µM | 370,000 tested, 0.14% active | AID 1671463; in the data active = activation above about 40%
# HGIII-sPLA2 inh – Inhibits HGIII-sPLA2 liposome hydrolysis, primary screen. AID 743126. 370,000 tested, 0.56% active. Q9NZ20. inhibition, % at 12.2 µM. QFRET BODIPY PC-A2 liposome hydrolysis, fluorescence;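 active = inhibition above mean plus 3 SD of compounds lying within the high and low control bounds, cut at about 19% in these data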;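 also: 0% = median of test compound wells and 100% = no enzyme DMSO wells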
# Target sequence (Q9NZ20 whole entry, looked up): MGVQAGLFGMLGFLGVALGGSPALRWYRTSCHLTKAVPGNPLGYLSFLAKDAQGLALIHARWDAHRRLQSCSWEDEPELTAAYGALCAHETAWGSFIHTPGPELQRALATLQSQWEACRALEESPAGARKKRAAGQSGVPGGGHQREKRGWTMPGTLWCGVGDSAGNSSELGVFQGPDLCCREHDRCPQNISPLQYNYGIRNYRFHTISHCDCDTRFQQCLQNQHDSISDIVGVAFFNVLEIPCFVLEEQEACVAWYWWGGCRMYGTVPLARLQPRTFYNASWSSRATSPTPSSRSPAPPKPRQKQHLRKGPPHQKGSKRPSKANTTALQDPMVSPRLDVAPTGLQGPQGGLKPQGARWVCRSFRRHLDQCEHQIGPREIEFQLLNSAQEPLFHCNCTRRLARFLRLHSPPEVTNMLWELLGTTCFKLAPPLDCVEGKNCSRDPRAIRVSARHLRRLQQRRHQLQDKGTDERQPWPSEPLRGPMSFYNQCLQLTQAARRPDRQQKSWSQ
# hcDAF-12 act – activators of H. contortus DAF-12 nuclear receptor. 370,000 tested, 1.4% active. HEK293 hcDAF-12 lit1-tk-luc reporter, luminescence; 0% DMSO, 100% Δ7-dafachronic acid. activation, % at 6.8 µM;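 active = activation above the mean of all tested compounds plus 3 SD, cut at about 5.5% in these data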;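 also: 100% = response to 3 µM Δ7-dafachronic acid high control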
# ADAM10 inh – inhibitors of human ADAM10; O14672; recombinant ADAM10, EDANS/DABCYL FRET peptide cleavage, 3 h; inhibition, % at 7 µM; 370,000 tested, 0.62% active;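 active = inhibition above a per-campaign cutoff equal to the mean of compounds falling between control-based bounds plus 3 SD, cut at about 20% in these data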;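 also: 0% = DMSO wells while the 100% control is not disclosed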
# DAX1 inh-1 – NR0B1 (DAX1) inhibition; P51843; HEK293 Gal4-DAX1 luciferase reporter, luminescence; inhibition, % at 6.75 µM; 340,000 tested, 0.99% active; AID 504766;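 active = inhibition above the mean over all tested compounds plus 3 SD, cut at about 4.2% in these data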;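 also: 0% = DAX1-transfected cells with DMSO and 100% = empty-vector control cells with DMSO; inhibition shows as a rise in luminescence from relieved DAX1 repression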
# Target sequence (P51843 207-470 limits assumed): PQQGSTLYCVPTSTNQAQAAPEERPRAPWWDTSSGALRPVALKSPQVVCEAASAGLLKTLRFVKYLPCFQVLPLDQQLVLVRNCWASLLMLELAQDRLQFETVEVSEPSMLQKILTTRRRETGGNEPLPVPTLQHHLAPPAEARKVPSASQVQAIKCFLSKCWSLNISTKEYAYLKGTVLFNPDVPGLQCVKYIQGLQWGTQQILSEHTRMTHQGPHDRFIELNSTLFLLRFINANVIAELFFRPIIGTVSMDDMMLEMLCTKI
# SMARCA2 act – activators of SMARCA2 function. MG213 cells, MMTV-luciferase reporter, dexamethasone, overnight. activation, % at 9.1 µM. 370,000 tested, 1% active. AID 652017; in the data active = activation above about 7.8%;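 also: 0% = vehicle wells and 100% = reference activator wells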
# DAX1 inh-2 – DAX1 (NR0B1) inhibition, primary screen. AID 652010. 370,000 tested, 1.1% active. inhibition, % at 6.8 µM. HEK293T StAR-luciferase reporter, SF-1/DAX-1 repression relief;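 active = inhibition above the mean over all tested compounds plus 3 SD, cut at about 3.6% in these data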;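 also: 0% = DAX-1 cells with DMSO and 100% = cells lacking DAX-1 with DMSO; higher inhibition means more luminescence from relief of DAX-1 repression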
# ssDAF-12 act – activates DAF-12 receptor from parasite S. stercoralis. HEK293 ssDAF-12/GRIP1 lit1-tk-luc reporter, luminescence; % of 3 µM dafachronic acid response. activation, % at 6.8 µM. 370,000 tested, 1% active. AID 652126;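 active = activation above the mean over all tested compounds plus 3 SD, cut at about 0.9% in these data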;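 also: 0% = DMSO-only wells and 100% = 3 µM delta7-dafachronic acid wells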
# GAA850 FXN act – activators of GAA850 frataxin (FXN) promoter. 360,000 tested, 0.56% active. activation, % at 6 µM. HEK293 lucGAA850 FXN promoter luciferase reporter, 24 h; percent of 10 µM SAHA response;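 active = activation above the average of all compounds screened plus 3 SD, cutoff fixed separately per campaign, cut at about 7.5% in these data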;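 also: 0% = DMSO wells and 100% = 10 µM SAHA wells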
# Active calls of the source: *; . = not tested or not shown.
SMILES,hgDAF-12 ag,GC-B act,NPR1 activator,HGIII-sPLA2 inh,hcDAF-12 act,ADAM10 inh,DAX1 inh-1,SMARCA2 act,DAX1 inh-2,ssDAF-12 act,GAA850 FXN act
CC(C)(CNC(=O)c1ccc([N+](=O)[O-])c(Cl)c1)CNC(=O)c1ccc([N+](=O)[O-])c(Cl)c1,-4.4,11.2,6.9,-19.3,-1.1,14.7,0.9,4.4,-0.6,-1.1,-1.8
O=C(Nc1cccc([N+](=O)[O-])c1)NC1CCCCN(Cc2cccc(Cl)c2)C1=O (centres undefined),-2.6,-8.0,-4.7,-1.4,-1.2,-2.9,.,-5.5,-0.5,-1.1,.
COc1cc(/C=N/n2cnnc2)ccc1OCC(=O)N1CCOCC1,-2.8,2.5,-2.9,-3.9,0.3,-10.6,4.9*,0.1,-0.2,-1.2,2.5
C=CCN1C(=O)[C@@H](CC(=O)N2CCSCC2)[C@]2(C(=O)OCC)CCCCC/C=C/12,-1.2,6.9,-1.1,5.0,-0.6,1.6,.,-1.8,0.6,-0.8,.
CC(C)(C)c1ccc(C(=O)N2CCCN(c3ccc([N+](=O)[O-])cn3)CC2)cc1,-2.7,-0.5,3.3,-1.3,-3.2,-0.5,-0.9,-7.1,-0.5,-1.7,-0.2
COc1ccc(S(=O)(=O)N(C)C)cc1NC(=O)C1CCN(c2ncnc3sc(C)c(C)c23)CC1,-2.1,1.7,2.9,-14.8,-3.2,-2.2,-1.3,-1.9,-4.1,-1.7,-0.3
CC(C)CC(=O)NC(=S)Nc1nc(-c2cccc3ccccc23)cs1,-1.1,-6.9,-6.8,10.8,0.1,19.5,-1.1,-6.0,0.1,-0.9,4.3
CCN1CCCC1CNC(=O)CCNC(=O)c1cc(OC)c(OC)c(OC)c1 (centres undefined),1.4,2.2,1.6,3.8,2.2,-1.1,0.8,-1.8,-0.8,-1.4,1.7
CC1CC(c2ccccc2)n2nc(NC(=O)CCc3ccccc3)nc2N1 (centres undefined),-0.1,-3.7,0.8,1.2,-2.0,-11.3,-0.2,-0.6,-0.1,-1.4,3.6
Cc1oc(S(=O)(=O)N2CCOCC2)cc1C(=O)Nc1ccc(F)cc1,-3.2,-2.9,-4.1,0.2,-1.5,-0.3,-0.5,-3.0,-0.5,-1.3,0.8
Cn1c(CNC(=O)C(Cc2ccccc2)NC(=O)c2ccccc2)cc(=O)n(C)c1=O (centres undefined),2.9,-2.4,2.7,4.3,-0.3,7.7,-0.3,-2.4,0.0,-0.6,-0.9
Cc1nnc2sc(-c3ccc(-c4ccc(Cl)c(C(F)(F)F)c4)o3)nn12,-0.1,-0.3,1.4,-0.8,-2.1,-458.1,-0.9,-1.5,0.1,-0.7,-1.1
Nc1nc(SCCO)[nH]c(=O)c1NC(=O)c1ccc(Br)o1,1.7,3.0,1.4,-1.7,-2.5,-5.8,1.5,-4.1,-0.6,-1.0,0.7
COC(=O)c1sccc1NC(=O)CC1C(=O)NCCN1C(=O)Nc1ccccc1 (centres undefined),-0.9,3.2,-1.9,-11.2,2.5,-0.9,-0.5,-4.0,0.1,0.5,4.4
COc1ccccc1C(=O)Nc1nnc([C@@H]2C[C@H](O)[C@@H](CO)O2)s1,0.2,-3.5,1.1,11.2,1.3,-10.6,.,-7.0,0.1,-0.8,0.6
COc1ccc(-c2sc3ccc(N4CCOCC4)cc3c2C#CCCO)cc1,1.2,-5.0,2.8,-3.8,-0.3,-143.2,-1.2,0.4,-1.2,-1.5,3.1
O=C(N/N=C/c1ccccc1O)NC12CC3CC(CC(C3)C1)C2,3.2,-8.4,1.4,-15.6,0.3,2.3,2.9,0.3,0.5,-0.6,5.3
COc1ccc(-n2nc(C(=O)NCC(=O)NC3CCCC(C)C3C)c3ccccc3c2=O)cc1 (centres undefined),-1.4,-10.1,-1.7,-2.6,-1.9,-5.7,0.5,-2.5,-0.5,-1.3,-4.8
Cc1ccc2nc(SCC(=O)NCc3ccco3)nc(=O)n2c1,1.4,-2.1,5.5,16.7,1.4,-34.4,-0.5,-1.8,-0.2,-1.1,2.1
O=C(NCc1cccs1)C(=O)c1cn(CC(=O)N2CCOCC2)c2ccccc12,3.9,1.1,-5.1,1.5,-0.9,6.7,0.3,-4.2,0.6,-1.6,3.1
CCc1nn(C(CC)C(=O)NCCCc2ccccc2)c(=O)c2cc3occc3n12 (centres undefined),-0.5,3.5,-1.1,-8.9,-2.5,-0.4,-0.2,-1.6,-0.1,-1.5,1.9
Cc1ccc[n+](C(C)C(=O)c2ccc(Cl)cc2)c1 (centres undefined),0.6,0.2,2.2,0.6,-0.4,7.1,-0.3,-0.4,0.5,-0.8,0.7
CC(Nc1nc(=S)nc(Nc2ccc(F)cc2)[nH]1)c1ccccc1 (centres undefined),2.5,-1.5,-8.8,-9.8,-1.6,5.0,-0.7,-2.6,0.0,-1.3,3.8
O=C(Cn1cc([N+](=O)[O-])cn1)NCC1CCCO1 (centres undefined),1.6,0.8,3.0,1.4,0.6,2.0,0.3,-0.7,-0.3,-1.2,-0.9
O=C(COC(=O)CNC(=O)c1ccc(F)cc1)Nc1cccc(S(=O)(=O)N2CCCC2)c1,-0.2,-1.6,4.9,1.4,0.0,-2.9,-0.2,-5.1,0.0,0.3,-0.2
CC(C)(C)c1ccc(S(=O)(=O)N2CCN(CC(O)COCC3CCCO3)CC2)cc1 (centres undefined),2.6,-1.9,2.0,-1.1,-0.4,-1.7,2.4,-2.7,-1.1,-0.6,-1.6
O=C(OCC#CCSc1nnc(-c2ccccc2)o1)c1cccs1,-0.1,3.1,-2.0,3.8,-1.5,-1.5,0.8,-0.4,0.3,-1.0,2.2
O=C(Nc1c(-c2ccc3c(c2)OCO3)[nH][nH]c1=O)c1cnccn1,-2.8,-2.1,-2.1,0.0,-0.4,-11.7,.,-2.0,-0.3,-0.8,.
CC(/C=N\NC(=O)CN1CCN(Cc2ccccc2)CC1)=C\c1ccco1,0.5,-10.3,-0.6,-7.5,0.8,-0.7,0.0,-0.5,-0.8,-0.5,3.0
CCOC(=O)CSc1n[nH]c(NC(C)=O)n1,-2.8,-0.6,4.1,1.7,1.6,-1.5,0.4,-0.5,-0.1,-1.0,4.0
COc1ccc(N=Cc2cc3c(cc2O)OC(N)=C(C#N)C3c2ccccc2)cc1 (centres undefined),-2.5,-7.4,-7.8,1.6,-1.0,-53.9,-1.9,-4.1,-0.2,-1.1,-1.2
O=C(CCC(=O)Nc1nnc(C2CCCCC2)s1)NCc1ccccc1,-0.6,-11.8,0.3,-4.3,1.1,3.6,1.4,3.4,0.5,-1.2,1.9
Cc1cc(Cl)ccc1NC(=O)CN1C(=O)C(=O)N(C2CCCC2)C1=O,2.5,2.9,3.6,-1.0,-0.9,-3.0,1.0,-2.6,-3.3,-1.0,-1.1
COc1ccc(OCCn2cc(/C(N)=N/O)c3ccccc32)cc1,-0.5,.,.,-25.4,-2.3,5.7,-0.3,-5.7,-1.1,-1.5,0.9
CC1CCCCN1S(=O)(=O)c1csc(C(N)=O)c1 (centres undefined),2.9,6.0,0.4,8.2,1.5,-1.7,-0.5,-3.7,-1.9,-1.0,1.5
CCOC(=O)c1c(C)n(C)c2cc(CN(C)C)c(O)c(S(=O)(=O)c3ccccc3)c12,2.2,7.3,-1.0,5.0,-0.8,6.5,-0.1,-4.7,0.3,-1.5,1.7

# 3 compounds already listed, arranged by their value in NPR1 activator, smallest number first.
SMILES	NPR1 activator
COc1ccc(N=Cc2cc3c(cc2O)OC(N)=C(C#N)C3c2ccccc2)cc1 (centres undefined)	-7.8
O=C(CCC(=O)Nc1nnc(C2CCCCC2)s1)NCc1ccccc1	0.3
CC1CCCCN1S(=O)(=O)c1csc(C(N)=O)c1 (centres undefined)	0.4

# The results go on:
SMILES,hgDAF-12 ag,GC-B act,NPR1 activator,HGIII-sPLA2 inh,hcDAF-12 act,ADAM10 inh,DAX1 inh-1,SMARCA2 act,DAX1 inh-2,ssDAF-12 act,GAA850 FXN act
CC1(C)OC2OC(C(=O)N/N=C/c3cc(Br)ccc3O)C3OC(C)(C)OC3C2O1 (centres undefined),-4.8,-1.4,-3.6,-13.3,2.1,-147.4,-1.4,-3.8,-0.6,-0.9,0.0
CN(CCOC(=O)CC1C=CCC1)C1CN(Cc2cn(Cc3ccccc3Cl)nn2)S(=O)(=O)C1 (centres undefined),-1.8,-2.8,-2.8,-5.7,-0.4,0.3,.,-1.9,0.2,-1.5,.
COC(CNC(=O)c1cccc(-n2c(=S)[nH]c3cc(Cl)ccc3c2=O)c1)OC,-4.0,2.9,-6.0,13.6,3.9,-4.4,-0.8,-1.9,-1.7,-1.4,0.8
COc1ccc(/C=N/NC(=O)CCSc2nc3ccccc3s2)cc1,3.0,-12.0,2.1,-8.7,-4.8,9.6,-1.6,0.7,-2.7,-2.2,-3.6
CCc1noc(C)c1C(=O)Nc1nc(-c2ccccc2)c(C(C)=O)s1,0.9,-1.7,-0.7,-8.9,-0.9,5.2,0.9,0.7,-1.8,-1.4,0.7
CCOC(=O)c1c(C)c(C(=O)Nc2cc(OC)ccc2OC)c(C)n1CC,1.5,3.0,3.5,-10.6,-1.9,0.1,-0.5,0.1,-2.4,-1.6,-3.2
Cc1ccc(NS(=O)(=O)c2ccc(NC(=O)c3cccs3)cc2)cc1,-1.3,-4.6,-0.8,-65.1,-1.6,8.9,-2.1,-0.6,-1.1,-1.5,-2.1
CC(C)N1CCN(S(=O)(=O)c2ccc3ccccc3c2)CC1,-2.3,0.6,-1.2,-3.5,0.1,6.2,-1.1,-0.8,0.0,-1.1,2.2
O=C1CSC(=S)N1/N=C/C=C/c1ccccc1,1.3,-1.8,-5.3,7.9,1.0,11.5,0.3,-2.2,0.6,-0.8,4.0
CSc1ncccc1C(=O)Nc1nc2ccc(F)cc2s1,-8.8,1.5,17.2,-10.8,-3.7,2.7,0.2,-6.8,-2.4,-2.5,-7.3
CCCCCCCOc1ccc(C(=O)Nc2cccnc2)cc1,-2.4,-1.5,-8.6,0.1,-2.9,0.5,-1.3,0.8,-0.3,-1.9,-0.3
Cc1[nH]n(-c2ccccc2)c(=O)c1N=Nc1ccc(C(=O)O)cc1,-1.7,-4.1,-3.6,-0.9,-0.2,0.5,0.7,-2.0,-0.1,-0.6,3.1
Cc1cc(C)c2nc(NNC(=O)c3ccc(S(=O)(=O)N4CCCCC4)cc3)sc2c1,-8.9,-1.9,-1.2,45.8*,-3.5,9.0,0.8,-2.0,-2.3,-1.0,-0.4
CCCCc1nc2cc(C(=O)N3CCNC(=O)C3CC(=O)OC)ccc2o1 (centres undefined),2.8,0.6,3.1,2.0,1.8,-6.4,1.1,0.8,-0.1,0.0,3.4
O=C1CC(c2ccco2)Sc2ccccc2N1 (centres undefined),1.4,0.7,2.1,-1.0,2.7,-4.7,0.6,-3.4,-0.1,0.2,1.7

# Compound activity from PubChem BioAssay.
